# HTRA1 inhibitor – HTRA1 (human) protease inhibition; Q92743; hit rate 0.5% among 340,000; recombinant HTRA1, FP-rhodamine activity-based probe, fluorescence polarization; inhibition, % at 5.96 µM; in the data active = inhibition above about 36%;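 note: 0% = enzyme with DMSO and 100% = wells lacking enzyme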
# rCAG RNA binder – r(CAG) repeat RNA binding; TO-PRO-1 dye displacement fluorescence; inhibition, % at 3 µM; hit rate 1.3% among 370,000; AID 651821;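 active = inhibition above the plate cutoff, the mean of all test compounds on that plate plus 3 SD, cut at about 35% in these data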;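 note: 0% = DMSO alone and 100% = 100 µM mitoxantrone as full dye displacement; higher means more dye released from RNA so lower well fluorescence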
# NPR2 activator – GC-B (human) receptor activation; AID 1920062; activation, % at 10 µM; P20594; hit rate 0.11% among 370,000; HEK293-GC-B cells, CNP EC30, cGMP TR-FRET; 0% at EC30 CNP, 100% saturating CNP;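 active = activation at 10 µM reaching about 35% in either raw or pattern-adjusted values, limit read from the data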
# NR1D1 modulator – modulators of human Rev-erb alpha DNA binding; P20393; Rev-erbα–FITC-DNA binding, fluorescence polarization, 90 min; activity, % at 10 µM; hit rate 0.79% among 370,000; AID 1259318;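 active = activity above about 14%, limit read from the data; passing the limit was not always enough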;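 note: 0% = DMSO wells with 35 nM protein and 100% = DMSO wells with 750 nM protein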
# Target sequence (P20393 whole entry, looked up): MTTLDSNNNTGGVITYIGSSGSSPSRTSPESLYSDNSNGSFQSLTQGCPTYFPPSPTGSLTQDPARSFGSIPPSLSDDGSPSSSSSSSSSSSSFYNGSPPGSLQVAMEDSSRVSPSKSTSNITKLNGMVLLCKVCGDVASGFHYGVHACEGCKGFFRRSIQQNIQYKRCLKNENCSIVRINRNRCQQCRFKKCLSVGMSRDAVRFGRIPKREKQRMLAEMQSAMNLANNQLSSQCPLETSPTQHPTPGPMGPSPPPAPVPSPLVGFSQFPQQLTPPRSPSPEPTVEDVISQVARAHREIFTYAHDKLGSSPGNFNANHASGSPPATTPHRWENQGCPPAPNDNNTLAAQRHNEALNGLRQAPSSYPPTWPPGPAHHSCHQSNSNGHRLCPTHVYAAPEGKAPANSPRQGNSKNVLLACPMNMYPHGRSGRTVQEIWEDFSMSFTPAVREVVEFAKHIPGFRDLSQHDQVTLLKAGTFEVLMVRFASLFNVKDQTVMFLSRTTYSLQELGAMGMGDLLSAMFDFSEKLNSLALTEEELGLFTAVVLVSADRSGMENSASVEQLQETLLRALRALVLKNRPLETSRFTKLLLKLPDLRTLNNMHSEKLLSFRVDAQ
# ASAP1 inh – ASAP1 ArfGAP inhibition | Q9ULH1 | ASAP1-stimulated ARF1 GTP hydrolysis, GDP FP detection | inhibition, % at 16.5 µM | hit rate 0.19% among 360,000; in the data active = inhibition above about 25%;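 note: 0% = vehicle with enzyme and substrate and 100% = no enzyme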
# Target sequence (Q9ULH1 325-724 limits assumed): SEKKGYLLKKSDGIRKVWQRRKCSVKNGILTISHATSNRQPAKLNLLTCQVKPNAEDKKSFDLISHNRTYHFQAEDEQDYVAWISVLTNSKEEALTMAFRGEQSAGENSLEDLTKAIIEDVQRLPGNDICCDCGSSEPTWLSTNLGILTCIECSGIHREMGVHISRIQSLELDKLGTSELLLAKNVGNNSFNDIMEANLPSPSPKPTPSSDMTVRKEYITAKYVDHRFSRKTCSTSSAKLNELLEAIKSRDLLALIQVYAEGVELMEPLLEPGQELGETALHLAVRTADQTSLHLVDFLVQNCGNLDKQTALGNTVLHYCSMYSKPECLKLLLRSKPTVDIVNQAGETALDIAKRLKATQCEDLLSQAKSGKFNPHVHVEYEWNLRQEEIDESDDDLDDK
# GC-A act – GC-A (human) enzyme activation. P16066. HEK293 GC-A cells, cGMP TR-FRET, EC30 ANP; 0% at EC30 ANP, 100% saturating ANP. activation, % at 10 µM. hit rate 0.14% among 370,000. AID 1671463; in the data active = activation above about 40%
# ARFGAP1 inh – inhibits rat ARF GTPase activating protein 1; Q62848; Arfgap1-stimulated ARF1 GTP hydrolysis, GDP FP detection; inhibition, % at 16.5 µM; hit rate 0.26% among 360,000;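 active = inhibition above a per-plate limit, mean inhibition of low control wells plus 3 SD, cut at about 25% in these data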;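 note: 0% = DMSO wells with enzyme and 100% = wells lacking Arfgap1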
#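 material = rat Arfgap1 catalytic domain, aa 1-136 | also added = human ARF1(Δ1-17)-GTP substrate | compound dosing = one concentration, 16.5 µM, DMSO 1.26% | times = GTP hydrolysis reaction 2 h at 25 °C | measured by = FP, GDP Alexa 633 tracer displaced from anti-GDP antibody, 620/688 nm | evaluation = percent inhibition of Arfgap1-stimulated GTP hydrolysis | replication = single well per compound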
# ABHD4 inh – ABHD4 (mouse) inhibition, primary FP screen | inhibition, % at 8.92 µM | Q8VD66 | hit rate 0.54% among 370,000 | purified mABHD4, FP-Rh probe fluorescence polarization | AID 720543;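 active = inhibition exceeding the mean over every tested compound plus 3 SD, cut at about 30% in these data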;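 note: 0% = plate median of compound wells and 100% = S159A mutant with DMSO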
#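 Test system: mABHD4 protein | Buffer or medium: HEPES pH 7.0 buffer, 150 mM NaCl, 0.01% Pluronic F-127 | Probe or stimulus: FP-Rh fluorescent activity-based probe, added after compound pre-incubation | Timing: Pre-incubation 45 min, probe exposure 60 min, at 25 °C | Technique: Fluorescence polarization, excitation 525 nm, emission 598 nm, BODIPY TMR filters | Repeats: Single well per compound (singlicate)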
# PG9 binder – small molecules binding HIV-1 gp120 antibody PG9; TR-FRET gp120-PG9 antibody binding; hit rate 0.43% among 360,000; inhibition, % at 6.7 µM; in the data active = inhibition above about 8.5%
# SMARCA2 activ – increases SMARCA2 function in MMTV reporter cells | MG213 cells, MMTV-luciferase reporter, dexamethasone, overnight | activation, % at 9.1 µM | hit rate 1% among 370,000 | AID 652017; in the data active = activation above about 7.8%;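 note: 0% = vehicle wells and 100% = reference activator wells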
# Active calls of the source: *; / = no result given.
SMILES,HTRA1 inhibitor,rCAG RNA binder,NPR2 activator,NR1D1 modulator,ASAP1 inh,GC-A act,ARFGAP1 inh,ABHD4 inh,PG9 binder,SMARCA2 activ
Cc1c(C(=O)NCCCN2CCCCC2)oc2ccc3c(c12)C(O)CC1(CCCCC1)O3 (stereo unspecified),-8,-4,-2,-3,-10,3,8,-2,-0.6,0
O=C(OCc1cc2ccccc2[nH]c1=O)C1CCCO1 (stereo unspecified),-6,-2,7,-5,-17,2,0,-5,1.5,-1
CC[C@@H]1C/C=C\Cc2ccccc2[C@@H](C(=O)C[C@@H](O)CC(C)=O)OC1=O,3,3,-4,-3,1,1,-9,4,1.0,-1
C[C@H]1CN([C@@H](C)CO)C(=O)c2cccc(NC(=O)Nc3ccc(C(F)(F)F)cc3)c2O[C@@H]1CN(C)S(=O)(=O)c1ccc(Cl)cc1,-83,6,3,7,11,-4,15,-51,3.7,2
Cc1c(Br)c(C(F)(F)F)nn1CC(=O)NCc1ccco1,-4,-2,2,-3,-2,-1,-1,-4,-2.1,-4
S=C1SC2(CCCCCC2)NC2=C1CCCCC2,-1,3,2,-4,8,0,3,17,0.5,-4
CC(c1ccccn1)N(C)C(=O)c1ccc2nc(Cc3cccc(Cl)c3)oc2c1 (stereo unspecified),-4,-7,-5,-2,1,5,3,4,-1.6,0
O=C1CSC(c2ccccn2)N1c1ccc(C(F)(F)F)cc1 (stereo unspecified),2,7,-3,0,-7,-6,11,7,1.2,-7
CCCCN(CCCC)C(=S)NC(=O)c1ccccc1Cl,0,0,-3,-2,16,1,8,8,-0.4,-4
COc1ccc(/C=N/NC(=O)c2ccccc2OC)cc1COc1ccccc1[N+](=O)[O-],-50,6,1,-25,6,-2,3,-10,-1.9,1
O=C1NC[C@H](Cc2ccccc2)N(C[C@H]2CCCN2C[C@H](Cc2ccccc2)N2C[C@H](Cc3ccccc3)N(CC3CCCCCC3)C(=O)C2=O)C1=O,-39,8,0,-9,1,4,-11,12,1.1,-2
CCCS(=O)(=O)c1nc(S(=O)(=O)c2ccc(C)cc2)c(N2CCC(C)CC2)s1,-8,-4,3,1,2,4,2,1,-1.5,-1
C#CCn1cc2c(c1-c1ccccc1)c(=O)n(C)c(=O)n2C,5,1,-4,0,4,-3,-1,0,-1.3,1
Cc1ccccc1CN1CCN(C(=O)c2ccc(F)cc2)CC1,6,-7,1,0,-4,0,-3,6,0.8,-2
C1=C(c2ccccc2)Nc2ncnn2C1c1ccccc1 (stereo unspecified),1,0,-1,1,-1,-1,6,1,-1.3,0
CCn1c2ccccc2c2cc(NC(=O)CC(C)=O)ccc21,6,9,-2,5,3,-4,-9,-4,-0.6,0
CC1(c2nnnn2-c2ccc3ccccc3c2)CSCC(=O)N1C1CC1 (stereo unspecified),/,2,3,9,/,-4,/,3,/,-2
CCOC(=O)c1c(NC(=O)C2C3C=CC(C3)C2C(=O)O)sc2c1CC(C)(C)OC2 (stereo unspecified),2,6,4,-1,6,0,-13,1,-1.3,2
CC(=O)N1CCN=C1SCc1ccc(C)cc1,-11,3,-3,-6,8,5,-3,-1,-1.0,0
COc1cccc(CNc2nc(SC)ncc2CO)c1,9,-3,-3,4,-4,-2,14,6,-0.3,-1
CC(=O)Nc1ccc(OCC(O)CN2CCN(c3cccc(Cl)c3)CC2)cc1 (stereo unspecified),1,-4,-2,-5,-4,-12,3,-13,1.9,-2
NC(=O)C1CCN(C(=O)c2cccc(S(=O)(=O)N3CCCC3)c2)CC1,-2,0,3,-2,4,0,8,3,1.3,-2
CN(Cc1ccc(Cl)cc1Cl)C(=O)CCNC(=O)c1ccco1,0,-2,0,1,-15,0,-1,-5,-0.6,-3
Cc1ccc(SCC(=O)OCC(=O)N(CCC#N)c2ccccc2)cc1C,-2,-10,3,2,5,0,3,4,1.9,-1
O=S(=O)(Cc1cc(NCc2ccccc2)nc(-c2ccncc2)n1)c1ccccc1,-2,-3,7,17*,2,-5,-4,0,-0.6,-2
COc1ccc([N+](=O)[O-])cc1/C=N/NC(=O)/C(=C\c1cccs1)NC(=O)c1ccccc1,-7,24,/,/,2,/,0,3,-2.1,-3
Oc1ccc(C[C@@H]2CNCCN2CC2(c3ccccc3)CC2)cc1,8,6,-4,-2,0,-2,2,1,0.1,1
COCc1nnc(NC(C)=O)s1,3,-1,3,7,3,2,9,1,-1.4,3
c1ccc2c(c1)oc1c(-c3ccc4nccn4c3)cccc12,/,6,1,1,-2,-3,5,-13,0.7,7
O=C(CN1CCOC1=O)N1CCCC(Nc2ccc(F)c(F)c2)C1 (stereo unspecified),-1,4,8,-3,-5,5,-14,-11,-1.1,-2
O=C(N/N=C/c1ccccc1)c1c(O)c2ccccc2[nH]c1=O,2,2,1,-9,7,4,7,5,0.4,2
O=C(Nc1nnc([C@H]2C[C@H](O)[C@@H](CO)O2)s1)Nc1cccc(Cl)c1Cl,/,4,3,3,9,6,5,-14,0.8,3
CCN1CCN(S(=O)(=O)c2cc(C)c(OC)cc2C)CC1,-4,0,-2,-8,7,4,-16,0,-1.4,2
CN(C)c1ccc(NC(=O)c2ccc(COc3cccc(Cl)c3)o2)cc1,3,1,-2,1,0,-1,9,16,1.4,4
O=C(C[n+]1ccccc1)Nc1ccccc1,/,-2,4,3,-3,0,3,4,-0.3,-3
O=S(=O)(c1ccc(SCCO)nc1)N1CCCC1,2,14,-3,0,10,1,10,-9,0.3,0
O=C(Nc1ccnn1C1CCN(C/C=C/c2ccccc2)CC1)C1CCCC1,-1,-3,2,3,-1,0,11,2,-0.3,0
COc1ccc(N(CC(=O)NCc2ccc(C)cc2)S(=O)(=O)c2c(C)nn(C)c2C)cc1,-3,-7,-9,3,-7,1,4,0,-2.5,-3
COc1ccc(OC)c(CNc2ccc3c(c2)nc(C)n3C)c1,4,44*,-1,-6,6,-7,1,6,-5.5,-1
CC1=CC(=O)C=C(C)C1=NOC(=O)/C=C\c1ccccc1,-6,-3,-9,1,8,-3,9,-4,-3.8,-4

# Some of these compounds in order of SMILES length, lowest first.
SMILES,HTRA1 inhibitor,rCAG RNA binder,NPR2 activator,NR1D1 modulator,ASAP1 inh,GC-A act,ARFGAP1 inh,ABHD4 inh,PG9 binder,SMARCA2 activ
CC1=CC(=O)C=C(C)C1=NOC(=O)/C=C\c1ccccc1,-6,-3,-9,1,8,-3,9,-4,-3.8,-4
Oc1ccc(C[C@@H]2CNCCN2CC2(c3ccccc3)CC2)cc1,8,6,-4,-2,0,-2,2,1,0.1,1
COc1ccc(/C=N/NC(=O)c2ccccc2OC)cc1COc1ccccc1[N+](=O)[O-],-50,6,1,-25,6,-2,3,-10,-1.9,1

# Some of these compounds in order of their number in ASAP1 inh, rising:
SMILES	HTRA1 inhibitor	NPR2 activator	NR1D1 modulator	ASAP1 inh	GC-A act	ARFGAP1 inh	ABHD4 inh	PG9 binder	SMARCA2 activ
O=C(C[n+]1ccccc1)Nc1ccccc1	/	4	3	-3	0	3	4	-0.3	-3
O=C(Nc1ccnn1C1CCN(C/C=C/c2ccccc2)CC1)C1CCCC1	-1	2	3	-1	0	11	2	-0.3	0
CCN1CCN(S(=O)(=O)c2cc(C)c(OC)cc2C)CC1	-4	-2	-8	7	4	-16	0	-1.4	2
CC1=CC(=O)C=C(C)C1=NOC(=O)/C=C\c1ccccc1	-6	-9	1	8	-3	9	-4	-3.8	-4
O=C(Nc1nnc([C@H]2C[C@H](O)[C@@H](CO)O2)s1)Nc1cccc(Cl)c1Cl	/	3	3	9	6	5	-14	0.8	3

# Returning to the listing; the 2 compounds before the break are reprinted first.
SMILES,HTRA1 inhibitor,rCAG RNA binder,NPR2 activator,NR1D1 modulator,ASAP1 inh,GC-A act,ARFGAP1 inh,ABHD4 inh,PG9 binder,SMARCA2 activ
COc1ccc(OC)c(CNc2ccc3c(c2)nc(C)n3C)c1,4,44*,-1,-6,6,-7,1,6,-5.5,-1
CC1=CC(=O)C=C(C)C1=NOC(=O)/C=C\c1ccccc1,-6,-3,-9,1,8,-3,9,-4,-3.8,-4
COC(=O)[C@]12C[C@H](CC(=O)NCc3cccc4ccccc34)C(=O)N(CCc3ccc(OC)c(OC)c3)C1=C[C@H](C1CCCC1)O[C@@H]2C,/,7,-3,-3,/,0,/,-10,/,-1
CC(NC(=O)c1ccc2c(c1)OCCO2)C(=O)O (stereo unspecified),-3,-1,0,1,9,2,11,-2,-0.6,-1
CCOC(=O)c1[nH]ncc1CN1CCN(Cc2ccc(C)cc2)C(CCO)C1 (stereo unspecified),-1,-7,-2,-5,0,-1,-8,-3,-2.6,-3
Clc1ccc(OCCOc2ccc(Br)nc2Br)c(Cl)c1,/,/,3,3,/,11,/,-3,/,/
N#Cc1nc(Cc2ccccc2)oc1N1CCC(Cc2ccccc2)CC1,-20,10,-5,0,-8,12,-2,-11,-0.3,0
Cn1c(=O)[nH]c(=O)c2c1nc(N1CCN(c3ccccc3)CC1)n2CCSc1ncccn1,-2,1,-4,-4,14,-2,-9,6,-0.7,-1
CCN(Cc1ccccc1)C(=O)COC(=O)c1cnc(C)cn1,6,-1,0,1,16,0,-5,-4,2.8,-3
CCNC(=S)Nc1ccc(N2CCCCC2)cc1,5,-3,3,1,13,0,-6,-3,-1.4,-1
O=C(NCc1ccc(Cl)cc1)c1cccc2c1C(=O)N(CC1CCCO1)C2 (stereo unspecified),-8,0,-3,-3,-10,2,-4,-5,-1.3,2
CC(C)CC1NC(=O)N(CC(=O)Nc2ccc3c(c2)CCC3)C1=O (stereo unspecified),-3,-4,5,1,5,-1,2,2,-1.6,0
C[C@H](CO)N1C[C@H](C)[C@@H](CN(C)S(=O)(=O)c2ccc(Oc3ccccc3)cc2)OCc2cn(nn2)CCCC1=O,1,2,-1,-4,4,2,5,0,-1.0,-2
N#Cc1c(N)c(C#N)c(-c2ccc3c(c2)OCO3)c2c1CCCC2,-10,4,-5,13,6,-7,-6,-11,11*,5
Cc1cc(=O)oc2c3c(cc(OCC(=O)NCC(=O)N[C@H](C(=O)O)C(C)C)c12)OC(C)(C)CC3,11,5,1,-4,9,-4,-5,6,-0.2,2
CC(C)N1Cc2nnn(Cc3ccc(F)cc3)c2-c2cc(F)ccc2S1(=O)=O,/,1,4,2,/,-2,/,-11,/,-4
O=C(Nc1ccccc1)P(=O)(O)c1ccccc1,2,0,7,1,-12,6,-8,4,1.4,-4

# From PubChem BioAssay
